Screening data from PubChem.
PAFAH1B3 FP inh: PAFAH1B3 enzyme inhibitors, primary screen, biochemical, fluorescence polarization, human | Platelet-activating factor acetylhydrolase IB subunit alpha1 (Homo sapiens), Q15102 | recombinant PAFAH1B3, FP-rhodamine probe | inhibition, % at 3.39 µM | 0.28% of 340,000 active | AID 492972, 2010;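 active = inhibition above the screen-wide average of all tested compounds plus 3 SD, cut at about 25% in these data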;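 also: 0% = enzyme with DMSO only and 100% = wells lacking PAFAH1B3 protein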
LYPLA1 counter: LYPLA1 inhibitors, primary screen, counter-screen for PME1 inhibitor project, biochemical, fluorescence polarization, FP-Rh probe ABPP. recombinant LYPLA1. 0.16% of 320,000 active. inhibition, % at 5.9 µM. Acyl-protein thioesterase 1 (Homo sapiens), O75608;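 active = inhibition above the mean of all tested compounds plus 3 SD, set per campaign, cut at about 14% in these data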;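 also: inhibitors block serine hydrolase probe labeling of LYPLA1 so polarization falls; 0% = enzyme with DMSO and 100% = wells lacking LYPLA1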
Target sequence (O75608 whole entry, looked up): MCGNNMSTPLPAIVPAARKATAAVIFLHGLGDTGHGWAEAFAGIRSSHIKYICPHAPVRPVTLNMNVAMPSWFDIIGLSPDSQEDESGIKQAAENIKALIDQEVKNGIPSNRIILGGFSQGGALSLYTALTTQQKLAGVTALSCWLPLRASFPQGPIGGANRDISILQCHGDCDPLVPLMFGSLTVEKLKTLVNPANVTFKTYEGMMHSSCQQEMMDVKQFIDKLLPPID
pPAFAH FP inh: pPAFAH enzyme inhibitors, primary screen, biochemical, fluorescence polarization, human; Platelet-activating factor acetylhydrolase (Homo sapiens), Q13093; recombinant pPAFAH, FP-rhodamine probe fluorescence polarization; inhibition, % at 3.39 µM; 1.5% of 330,000 active; AID 463082, 2010;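 active = inhibition above the mean inhibition across the screen plus 3 SD, cut at about 25% in these data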;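 also: inhibitors block binding of the rhodamine activity-based probe so polarization drops; 0% = enzyme with DMSO and 100% = wells lacking pPAFAH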
PAFAH2 FP inh: PAFAH2 enzyme inhibitors, primary screen, biochemical, fluorescence polarization, human. inhibition, % at 3.39 µM. 0.99% of 340,000 active. recombinant PAFAH2, FP-rhodamine activity probe;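 active = inhibition above the mean over all tested compounds plus 3 SD, cut at about 30% in these data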;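 also: inhibitors block probe labeling of enzyme so polarization drops; 0% = enzyme with DMSO and 100% = wells lacking PAFAH2 protein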
PREPL inhibitor: PREPL enzyme inhibitors, primary screen, biochemical, fluorescence polarization. Prolyl endopeptidase-like (Homo sapiens), Q4J6C6. recombinant PREPL, fluorescence polarization activity-based probe. inhibition, % at 5.96 µM. 0.68% of 320,000 active; in the data active = inhibition above about 43%;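 also: 0% = enzyme with DMSO and 100% = wells lacking enzyme; many of its hits are not listed in these tables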
ZTA counter: counter-screen for EBNA-1 inhibitors: inhibitors of Epstein-Barr virus ZTA; P03206; ZTA-DNA binding, fluorescence polarization; inhibition, % at 11 µM; 0.15% of 320,000 active; AID 2234; in the data active = inhibition above about 33%
Target sequence (P03206 whole entry, looked up): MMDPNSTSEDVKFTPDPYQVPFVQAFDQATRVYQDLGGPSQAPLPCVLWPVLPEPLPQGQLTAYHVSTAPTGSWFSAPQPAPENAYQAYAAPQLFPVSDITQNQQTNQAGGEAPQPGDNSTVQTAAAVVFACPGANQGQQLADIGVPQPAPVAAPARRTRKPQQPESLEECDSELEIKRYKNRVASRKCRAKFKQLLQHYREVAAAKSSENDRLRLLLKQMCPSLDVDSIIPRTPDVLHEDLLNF
LYPLA2 counter: LYPLA2 inhibitors, primary screen, counter-screen for PME1 inhibitor project, biochemical, fluorescence polarization, FP-Rh probe ABPP | AID 2177, 2009 | recombinant LYPLA2 | Acyl-protein thioesterase 2 (Homo sapiens), O95372 | inhibition, % at 5.9 µM | 0.38% of 320,000 active;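 active = inhibition above the screen-wide mean plus 3 SD, limit set per campaign, cut at about 26% in these data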;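 also: 0% = LYPLA2 with DMSO and 100% = wells lacking LYPLA2 enzyme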
Target sequence (O95372 whole entry, looked up): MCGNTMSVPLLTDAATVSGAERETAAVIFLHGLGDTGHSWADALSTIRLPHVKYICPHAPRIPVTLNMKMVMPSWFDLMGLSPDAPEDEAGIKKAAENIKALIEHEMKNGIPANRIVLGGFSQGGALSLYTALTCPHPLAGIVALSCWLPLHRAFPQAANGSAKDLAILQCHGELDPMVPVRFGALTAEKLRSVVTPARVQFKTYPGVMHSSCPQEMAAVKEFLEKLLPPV
PAFAH1B2 FP inh: PAFAH1B2 enzyme inhibitors, primary screen, biochemical, fluorescence polarization, human; Platelet-activating factor acetylhydrolase IB subunit alpha2 (Homo sapiens), P68402; recombinant PAFAH1B2, FP-rhodamine activity probe; 1.2% of 340,000 active; inhibition, % at 3.39 µM;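 active = inhibition above the mean of all tested compounds plus 3 SD, cut at about 24% in these data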;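 also: 0% = enzyme with DMSO and 100% = wells lacking PAFAH1B2; many of its hits are not listed in these tables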
Target sequence (P68402 whole entry, looked up): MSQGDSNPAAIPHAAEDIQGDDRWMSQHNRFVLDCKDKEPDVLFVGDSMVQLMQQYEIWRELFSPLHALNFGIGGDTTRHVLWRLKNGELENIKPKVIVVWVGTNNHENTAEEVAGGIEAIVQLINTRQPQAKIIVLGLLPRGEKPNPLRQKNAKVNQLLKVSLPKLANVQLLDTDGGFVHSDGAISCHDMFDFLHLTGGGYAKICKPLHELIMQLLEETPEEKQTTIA
EBNA-1 inhibitor: EBNA-1 DNA-binding inhibitors, primary screen, biochemical, fluorescence polarization | inhibition, % at 14.8 µM | 0.34% of 300,000 active; in the data active = inhibition above about 28%
The depositor's hits bear a star; nt = not tested or not shown. These rows are one share of the data; count on the stated rates, not on these rows.

Values run as follows: PAFAH1B3 FP inh | LYPLA1 counter | pPAFAH FP inh | PAFAH2 FP inh | PREPL inhibitor | ZTA counter | LYPLA2 counter | PAFAH1B2 FP inh | EBNA-1 inhibitor
- CCOc1ccc(-n2ccnc(SCC(=O)NC3CCCC3)c2=O)cc1
  6 | 0 | -3 | -3 | 11 | -10 | 3 | 0 | 8
- CC(=O)O/N=C(/c1nonc1N)N1CCN(c2ccc([N+](=O)[O-])cc2Cl)CC1
  7 | -2 | 4 | -15 | 13 | 0 | 16 | -2 | 8
- CCOc1cc(C2/C(=C(/O)c3ccc(OC(C)C)cc3)C(=O)C(=O)N2CCCOC)ccc1O (stereo unspecified)
  1 | -2 | -4 | -6 | 2 | 14 | -2 | 2 | -11
- O=C(c1ccccc1)N1CCN(C(=O)c2nn3c(C(F)(F)F)cc(-c4ccccc4)nc3c2Br)CC1
  -8 | -2 | 6 | 1 | -1 | -4 | 5 | 1 | 2
- CCCCOc1ccc(C(=O)NCC(=O)N2CC(C)CC(C)C2)cc1 (stereo unspecified)
  8 | -2 | 3 | -9 | 2 | -4 | -1 | 8 | nt
- CCn1c(CN2C(=O)CSc3ccccc32)n[nH]c1=S
  0 | 0 | -1 | -5 | 7 | -5 | -4 | -2 | 7
- O=C1CC(N2CCN(c3ccc(F)cc3)CC2)C(=O)N1Cc1ccccc1 (stereo unspecified)
  3 | -1 | 3 | -1 | -4 | 0 | -2 | -7 | 3
- CC(C)n1cnc2c(=S)nc[nH]c21
  7 | 3 | 3 | -5 | -4 | 13 | 4 | 7 | 5
- COc1ccc(NC(=O)N(CCO)Cc2cc3c(C)cc(C)cc3[nH]c2=O)cc1
  -7 | 1 | 6 | -6 | 10 | 6 | 4 | 3 | 7
- OCCN1CCN(CC(O)COC(c2ccc(F)cc2)c2ccc(F)cc2)CC1 (stereo unspecified)
  0 | -3 | 5 | 5 | 6 | -10 | -5 | 9 | -1
- CCc1ccc(S(=O)(=O)c2nnn3c2nc(NCCNC(C)=O)c2ccccc23)cc1
  -7 | -2 | -8 | 9 | 3 | -19 | 0 | -4 | 11
- Cc1[nH]cnc1C(=O)N/N=C/c1c(Cl)cccc1Cl
  17 | -2 | 5 | 4 | -2 | 9 | 1 | 4 | -8
- CCN(CC)CCn1c(SCC(=O)Nc2ccc(F)cc2)nc2c(sc3ccccc32)c1=O
  nt | 4 | 2 | nt | -44 | 38* | -1 | nt | 6
- CC1Cc2cc(S(=O)(=O)N3CCC(C(=O)N(C)Cc4ccco4)CC3)ccc2N1C(=O)C1CCC1 (stereo unspecified)
  4 | 19* | 5 | -3 | 7 | 1 | 11 | 2 | -2
- COC(=O)C1CN(S(=O)(=O)c2ccc(C)cc2)CCN1S(=O)(=O)c1ccc(C)cc1 (stereo unspecified)
  7 | -4 | 3 | -1 | 8 | 13 | 0 | 4 | 3
- CSc1ncccc1C(=O)OCc1ccc(Br)cc1
  2 | -4 | 3 | 2 | 7 | 2 | -4 | 5 | -15
- O=C(O)CSc1nnc(Cn2cnc3ccccc32)n1CCc1ccccc1
  6 | 0 | 3 | -6 | -6 | 6 | -1 | -1 | 2
- CC[N+](C)(CC)CC(=O)OCC1C(C)C=C(C)CC1C (stereo unspecified)
  6 | 0 | 0 | 6 | -16 | 18 | 1 | 3 | 1
- CN(CC(=O)Nc1ccc(F)c(F)c1F)C(=O)C1CSC2(C)CCC(=O)N12 (stereo unspecified)
  13 | -1 | -4 | 5 | 18 | -4 | -1 | 6 | nt
- COc1cccc(S(=O)(=O)N2CCN(Cc3ccc4c(c3)OCO4)CC2)c1
  -1 | -1 | 4 | 3 | 13 | 1 | 0 | -1 | 2
- Cc1ccc(-c2nn(C)c(=O)c3ccccc23)cc1CNS(C)(=O)=O
  8 | 1 | -5 | 2 | -2 | 0 | -1 | 5 | 2
- O=C(Cc1n[nH]c(=O)c2ccccc12)OCC(=O)N(Cc1ccccc1)Cc1ccccc1
  6 | -3 | 5 | 1 | -4 | 4 | -7 | 4 | 0
- COCC1CCN(C(=O)c2cc(COc3ccc(-n4cncn4)cc3)on2)C1 (stereo unspecified)
  5 | 1 | 0 | -1 | -1 | 14 | 3 | 2 | -1
- Cc1nccn1-c1ccc(C(F)(F)F)cc1[N+](=O)[O-]
  5 | 1 | 3 | 7 | 1 | 4 | 4 | 3 | -5
- Cc1cc(C(C)(C)C)cc(C)c1C(=O)O
  2 | 1 | 6 | 0 | -3 | 12 | 4 | 8 | 3
- Cc1ccc(CNC(=O)Nc2ccccc2)cc1
  1 | 1 | -2 | -3 | -1 | -10 | -1 | -6 | -3
- CCOc1ccc(S(=O)(=O)n2nc(C)cc2C)cc1
  9 | 0 | 5 | 1 | -4 | -9 | 0 | 1 | 1
- COc1ccc(NC(=O)Cn2nc(C(=O)O)c3ccccc3c2=O)cc1Cl
  1 | -6 | 1 | 2 | -7 | 2 | -8 | 2 | -9
- CCNC(=O)CN(C1CCCCC1)S(C)(=O)=O
  1 | 0 | -3 | -9 | -2 | -1 | 1 | 2 | 3
- COC(CNC(=O)c1cn(C)c2ccc(S(=O)(=O)N(C)C3CCCCC3)cc2c1=O)OC
  0 | -2 | -6 | 5 | 6 | -3 | 4 | 5 | -3
- Cc1oc(-c2ccccc2)nc1C(=O)OCC(=O)NC(C)c1ccccc1 (stereo unspecified)
  13 | -4 | 2 | 2 | 6 | 13 | -1 | 9 | nt
- CC(C)(C)OC(=O)NCCCC[C@H](NC(=O)c1[nH]cnc1C(=O)Nc1ccc(Cl)cc1)C(=O)OC(C)(C)C
  -24 | -24 | -4 | -20 | -1 | -12 | -43 | -15 | -7
- c1ccc(COc2ccc(CN3CCN(c4ccccn4)CC3)cc2)cc1
  4 | 3 | 7 | -3 | 5 | -10 | 5 | 8 | -10
- Cc1ccc(-n2ncc3c(=O)[nH]c(SCC(=O)N4CCOCC4)nc32)cc1
  2 | 0 | 0 | -2 | 3 | -18 | 3 | 5 | 2
- O=CN(CCN(C=O)CN1CCCCC1)CN1CCCCC1
  9 | 0 | -7 | 7 | 3 | -5 | 2 | -2 | 2
- CCc1ccc(Nc2n[n+](-c3ccccc3)c(-c3ccc(OCc4ccccc4)cc3)s2)cc1
  -5 | -4 | 5 | -15 | 36 | 9 | -12 | 1 | 2
- CC(C)=CCc1c(-c2ccc(O)cc2O)oc2c3c(cc(O)c2c1=O)OC(C)(C)C=C3
  nt | -18 | 4 | nt | 10 | -15 | -24 | nt | -4
- CCOc1ccccc1NC(=O)N1C2CCCC1CC(NC(=O)C1CC1)C2 (stereo unspecified)
  -8 | -1 | -5 | -2 | 8 | 10 | 1 | -4 | -3
- C#Cc1ccc([C@@H]2C=C(C(=O)N3CCOCC3)O[C@H](OCc3ccc(CO)cc3)C2)cc1
  3 | -1 | 5 | 3 | 45* | 13 | -5 | 0 | 8
- COc1cc(CCC(=O)OCC(=O)Nc2c(F)cccc2F)cc(OC)c1OC
  7 | 0 | 12 | -2 | -5 | -23 | -1 | -1 | 6
- COC(=O)C1=C(N)OC2=C(C(=O)CC(C)(C)C2)C1c1ccccc1OCC#N (stereo unspecified)
  4 | 2 | 5 | -4 | 11 | -7 | 4 | -2 | -1
- CCCCN(C1CCS(=O)(=O)C1)S(=O)(=O)c1cc(C)ccc1C (stereo unspecified)
  -4 | 1 | 2 | -1 | 4 | 7 | 0 | 3 | -1
- COc1cc(CN2CCCC(N3CCN(c4ccccc4C)CC3)C2)ccc1O (stereo unspecified)
  8 | 0 | 1 | -8 | 17 | -3 | -2 | -4 | 2
- CC(=O)Nc1ccc(-c2nnn(CC(=O)c3ccccc3)n2)cc1Cl
  -3 | 2 | 0 | 0 | -11 | 11 | 18 | -1 | 7
- COc1ccc(CNC(=O)C2CC(=O)N(C3CCCCC3)C2)cc1 (stereo unspecified)
  6 | 3 | -2 | 3 | 14 | -15 | 2 | 4 | -3
- CCSc1nnc(CCNC(=O)OC(C)(C)C)o1
  8 | 1 | 0 | -6 | 16 | 6 | -4 | 4 | -2
- CC1(c2nnc(-c3cccc(Cl)c3)o2)CC(c2cccc(Cl)c2)=NO1 (stereo unspecified)
  4 | -2 | 6 | 1 | -26 | 7 | 3 | 13 | 6
- CC1CCCCC1NC(=O)c1cccc(NC2=NC3CS(=O)(=O)CC3S2)c1 (stereo unspecified)
  -3 | -1 | 2 | -4 | 27 | 0 | 4 | 0 | 2
- O=C(Nc1ccc2c(c1)OCO2)c1ccc2c(c1)S(=O)(=O)c1ccccc1C2=O
  -2 | 1 | 5 | 6 | 4 | -1 | 0 | -4 | 10
- Cc1cc(C)cc(N(CCC#N)C(=O)COC(=O)C2CCN(S(=O)(=O)c3ccc(C)c(C)c3)CC2)c1
  -2 | -1 | 2 | -2 | 24 | -6 | 6 | 4 | -2

The list goes on:
Values run as follows: PAFAH1B3 FP inh | LYPLA1 counter | pPAFAH FP inh | PAFAH2 FP inh | PREPL inhibitor | ZTA counter | LYPLA2 counter | PAFAH1B2 FP inh | EBNA-1 inhibitor
- Cc1ccc(Cl)c(OCC(=O)Nc2cc(S(=O)(=O)N3CCOCC3)ccc2N2CCCC2)c1
  10 | -2 | -5 | 3 | 7 | 14 | -1 | 5 | -1
- Cc1csc2c(=O)sc(NC(=O)c3ccc(F)cc3Cl)nc12
  2 | -2 | -6 | 8 | 6 | 4 | -9 | -4 | 18
- COC(=O)[C@@H](Cc1ccc(O)cc1)NC(=O)[C@H]1CCC(=O)N1C(=O)OCc1ccccc1
  3 | 0 | 1 | 22 | 3 | -13 | -2 | 1 | 1
- COc1ccc(NC(=O)c2cc(-c3ccccc3Cl)on2)cc1OC
  8 | 4 | 6 | -1 | 13 | 9 | 9 | -1 | 12
- Cc1cc(NC(=O)CCCn2nc([N+](=O)[O-])cc2C)no1
  2 | 0 | -2 | 5 | 7 | 5 | -3 | 5 | -3
- CC(C)(C)NC(=O)C1CCN(S(=O)(=O)c2cccc(C(F)(F)F)c2)CC1
  5 | 3 | -4 | 0 | 16 | -11 | 2 | 6 | 8
- Cc1nnsc1-c1nc2ccccc2[nH]1
  4 | 2 | -8 | -6 | 5 | -4 | 0 | 3 | -15
- O=C(C[n+]1cccc(O)c1)Nc1ccc(Br)cc1
  5 | 2 | -4 | -4 | 0 | -3 | -2 | 2 | 4
- O=C(NNS(=O)(=O)c1ccccc1)Nc1ccc(F)cc1
  11 | 2 | 4 | 1 | -1 | 4 | 0 | 9 | 0
- COc1ccccc1-c1cc(C(=O)N2CCCCC2)no1
  -5 | 4 | 7 | 2 | -6 | 3 | 4 | -1 | -5
- CC(=O)Nc1ccc(NC(=O)c2ccc(S(=O)(=O)N(C)c3ccccc3)cc2)cc1
  3 | -2 | 3 | -9 | 8 | 5 | -3 | -2 | nt
- O=C(O)c1cccc(NS(=O)(=O)c2ccc3c(c2)C(=O)c2ccccc2C3=O)c1
  -3 | 3 | 13 | 22 | 11 | 4 | 8 | 7 | -10
